GLP-1R agonist: GLP-1 receptor (human) agonism; AID 624172; P43220; 0.007% of 380,000 active; Potency, µM (series often up to 45.6 µM), for the others: top-dose activation, actives largely listed as activators; HEK293 GLP-1R CRE-luciferase, luminescence, 4-6 h; cells express a hypersensitive GLP-1R form; further: potency means the concentration at half of the fitted maximal effect; % of control where 0% means no effect
Target sequence (P43220 whole entry, looked up): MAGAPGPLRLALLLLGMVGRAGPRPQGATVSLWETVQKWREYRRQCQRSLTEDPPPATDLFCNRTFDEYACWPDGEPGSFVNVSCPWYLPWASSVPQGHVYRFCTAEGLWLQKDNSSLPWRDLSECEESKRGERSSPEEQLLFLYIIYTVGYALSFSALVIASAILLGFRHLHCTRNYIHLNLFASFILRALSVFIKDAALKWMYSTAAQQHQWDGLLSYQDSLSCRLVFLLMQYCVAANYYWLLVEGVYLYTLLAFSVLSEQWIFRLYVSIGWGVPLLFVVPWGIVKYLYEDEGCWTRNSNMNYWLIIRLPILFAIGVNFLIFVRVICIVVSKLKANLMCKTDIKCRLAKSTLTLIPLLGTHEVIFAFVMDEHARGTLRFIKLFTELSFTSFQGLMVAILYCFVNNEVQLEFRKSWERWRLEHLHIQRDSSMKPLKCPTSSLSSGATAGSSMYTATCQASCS
KB-3-1 tox: KB-3-1 parental cell cytotoxicity. KB-3-1 viability, CellTiter-Glo ATP luminescence, 72 h. 1.4% of 400,000 active. Potency, µM (doses to about 46.1 µM), inactives show at the highest dose activity change, negative = cytotoxic, hits mostly cytotoxic. AID 1347075; further: potency means the concentration at half of the fitted maximal effect; on the % scale 0 is the no-effect control and ±100 the full control effect; nearly all actives have a fitted effect of over 60% in size
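Viability of parental KB-3-1 cells, measured by CellTiter-Glo luminescence, followed a 72 h incubation at 37 °C with pinned compounds in phenol-red-free DMEM containing 10% FBS.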
IL-1B inflam inh: inhibitors of inflammasome signaling (IL-1 beta secretion) | activity change, % at 57.5 µM | AID 743279 | 4.7% of 360,000 active | THP-1 LPS/ATP IL-1B secretion, AlphaLISA, 16 h; hits give low values; in the data active means activity change below about -50%; inconclusive means mostly about -30% to -49%; further: on the % scale 0 is the no-effect control and ±100 the full control effect
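Secreted IL-1B measured by AlphaLISA bead assay after 16 h compound exposure of THP-1 cells; compounds (final up to 57.5 uM) added 1 h before LPS (250 ng/mL) and ATP (1.25 mM) stimulation; lower signal means less secretion.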
KB-V1 MDR tox: kills drug-selected multidrug resistant KB-V1 cells; 3.4% of 400,000 active; Potency, µM (highest dose often 46.1 µM), without a hit: at the top dose activity change, negative = cytotoxicity, usual class: cytotoxic; AID 1347076; KB-V1 MDR cells viability, CellTiter-Glo, 72 h; further: potency means the concentration at half of the fitted maximal effect; on the % scale 0 is the no-effect control and ±100 the full control effect; nearly all actives have a fitted effect of over 60% in size
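Following 72 h at 37 degrees C with compound, KB-V1 cell viability was read by CellTiter-Glo luminescence, medium being phenol-red-free DMEM plus 10% FBS; concentration-response parameters came from normalized, curve-fitted qHTS data.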
D3 antag: blocks the human D3 dopamine receptor; D3R cells, DiscoveRx beta-arrestin luminescence, antagonist mode; hits give low values; max response, negative = inhibition, %; AID 652054; P35462; 2.5% of 360,000 active; in the data active means max response below about -50%; inconclusive means no clear call, values can overlap the other calls; further: on the % scale 0 is the no-effect control and ±100 the full control effect; mostly tested at two doses, the higher about 12 µM
Target sequence (P35462 whole entry, looked up): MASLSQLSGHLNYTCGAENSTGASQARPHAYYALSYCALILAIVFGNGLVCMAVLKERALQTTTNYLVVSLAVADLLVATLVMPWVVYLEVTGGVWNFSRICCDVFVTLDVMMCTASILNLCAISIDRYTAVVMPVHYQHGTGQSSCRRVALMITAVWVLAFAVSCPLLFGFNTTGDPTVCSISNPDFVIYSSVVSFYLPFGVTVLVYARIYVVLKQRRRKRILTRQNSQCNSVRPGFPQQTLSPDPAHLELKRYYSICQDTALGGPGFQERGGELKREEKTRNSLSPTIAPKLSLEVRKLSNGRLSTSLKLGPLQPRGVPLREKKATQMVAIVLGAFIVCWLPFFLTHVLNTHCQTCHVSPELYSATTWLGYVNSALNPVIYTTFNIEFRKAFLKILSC
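Cells expressing the human receptor were seeded at 1500 cells/well, incubated overnight at 37 degrees C in 5% CO2, then exposed to library compounds with dopamine controls for 90 minutes at 37 degrees C before luminescent detection.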
HT1080NT lethal: kills 2HG-producing HT-1080-NT fibrosarcoma cells. HT-1080-NT fibrosarcoma viability, CellTiter-Glo ATP luminescence, 48 h. Potency, µM (series often up to 46.1 µM), without a hit: at the highest dose activity, negative = less viability, actives largely listed as cytotoxic. 1.6% of 360,000 active;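 further: NT is the 2HG producing partner of a matched IDH1 knockdown line; potency means the concentration at half of the fitted maximal effect; 0% = DMSO-treated cells and -100% = media-only wells without cells; nearly all actives have a fitted effect of over 55% in size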
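A 48-hour cytotoxicity screen used HT-1080-NT cells plated 2 hours before compound delivery. ATP-based CellTiter-Glo luminescence measured viability, normalized to DMSO and no-cell controls.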
HT1080 IDH1KD tx: kills HT-1080 cells with IDH1 knockdown; Potency, µM (series often up to 46.1 µM), without a hit: at the top dose activity, negative = toxicity, usual class: cytotoxic; 2% of 360,000 active; HT-1080 IDH1 knockdown viability, ATP luminescence, 48 h; AID 686971;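 further: potency means the concentration at half of the fitted maximal effect; 0% = DMSO wells and -100% = cell-free medium wells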
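Knockdown cells (IDH1KD HT-1080) received compounds 2 h after plating at 750 cells/well and were kept 48 h at 37 °C in 5% FBS RPMI. A CellTiter-Glo luminescence read gave % activity for curve fitting.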
D3 ag: D3 dopamine receptor (human) agonism | P35462 | D3R DiscoveRx beta-arrestin cells, luminescence, 90 min | max activation, % | 0.58% of 410,000 active | AID 652048; in the data active means max activation above about 30%; further: 0% is about no effect; mostly tested at two doses, the higher about 12 µM
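Agonist-mode cell screen: cells plated at 1500/well and incubated overnight at 37 °C, then exposed to library compounds for 90 min at 37 °C. Detection reagent was added for 30–60 min at room temperature, and luminescence was read.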
SW480 rerep: induces DNA re-replication in SW480 colon adenocarcinoma cells. Potency, µM (titrated, usually from 46.1 µM), for inactives: at the top dose re-replication activation, usual class: activators. SW480 DNA re-replication, Hoechst DNA content imaging, 48 h. 1.8% of 340,000 active; further: potency means the concentration at half of the fitted maximal effect; % of control where 0% means no effect; nearly all actives have a fitted effect of over 55% in size
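Readout is total intensity of Hoechst-stained nuclei, excited at 405 nm and collected at 500-530 nm. Compound treatment lasted 48 hr at 37 C in 5% CO2 before staining.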
* marks the source's active call; other numbers are inactive results; u = inconclusive; x = no result given; [ ] = remark or other dose. Unless noted, the call rests on the fitted dose curve; in most records, active means well fitted curve in the direction sought with a large enough effect; inconclusive means small, poorly fitted or top-dose-only effect, or another doubt; inactive means no such curve, though single readings can be large; an effect the other way counts as inactive or inconclusive. The order is random (roughly 12% active in at least one column).

Sample of the layout (four entries):
SMILES	GLP-1R agonist	KB-3-1 tox	IL-1B inflam inh	KB-V1 MDR tox	D3 antag	HT1080NT lethal	HT1080 IDH1KD tx	D3 ag	SW480 rerep
CSc1ccc(C(c2c(C)[nH][nH]c2=O)c2c(C)[nH][nH]c2=O)cc1	-4%	4%	u	10%	u	7%	12%	3	-4%
Cc1nn(-c2ccc(F)cc2)c(Cl)c1/C=N/NC(=O)c1ccc(O)cc1	9%	-8%	6	4%	6	-12%	-7%	2	3%
COC(=O)Nc1ccc(C)cc1NC(=O)OC	-8%	1%	16	-2%	14	-1%	0%	-5	1%
COc1ccc(CCNC(=O)CCC(=O)N2CC(C)Oc3ccc(Cl)cc32)cc1OC (stereo not drawn)	15%	-5%	-1	8%	18	-13%	-8%	-7	1%

Main list, from the start:
SMILES	GLP-1R agonist	KB-3-1 tox	IL-1B inflam inh	KB-V1 MDR tox	D3 antag	HT1080NT lethal	HT1080 IDH1KD tx	D3 ag	SW480 rerep
CSc1ccc(C(c2c(C)[nH][nH]c2=O)c2c(C)[nH][nH]c2=O)cc1	-4%	4%	u	10%	u	7%	12%	3	-4%
Cc1nn(-c2ccc(F)cc2)c(Cl)c1/C=N/NC(=O)c1ccc(O)cc1	9%	-8%	6	4%	6	-12%	-7%	2	3%
COC(=O)Nc1ccc(C)cc1NC(=O)OC	-8%	1%	16	-2%	14	-1%	0%	-5	1%
COc1ccc(CCNC(=O)CCC(=O)N2CC(C)Oc3ccc(Cl)cc32)cc1OC (stereo not drawn)	15%	-5%	-1	8%	18	-13%	-8%	-7	1%
O=C(CN1CCOCC1)N/N=C/c1cc2ccccc2nc1Cl	2%	11%	-10	-4%	6	4%	11%	-6	-3%[9.22 µM]
CCc1noc(C)c1C(=O)NCCc1ccc(Cl)cc1	14%	4%	-14	-5%	7	2%	-3%	1	8%
O=C(CN1C(=O)/C(=C/c2ccccc2F)Sc2ccccc21)N1CCN(c2ccccn2)CC1	-5%	-6%	0	0%	3	-1%	11%	1	-5%
CNC(=O)CS(=O)(=O)CC(=O)Nc1cc(OC(C)C)c(Cl)cc1Cl	12%	u	5	-2%	0	-9%	-10%	-10	-8%
COc1cc(-c2noc(CCC(=O)Nc3cccnc3)n2)cc(OC)c1OC	-1%	7%	-15	u	25	0%	2%	1	0%
COc1cccc(-c2nnn(CCc3nn[nH]n3)n2)c1	-9%	-4%	9	13%	-13	15%	15%	-5	-3%
COc1ccc(N2CCN(C(=O)c3cccc(NS(=O)(=O)c4cccc(F)c4)c3)CC2)cc1	6%	-3%	46	1%	14	2%	-5%	6	-2%
Nc1nc(=S)c2ncn([C@@H]3O[C@H](CO)[C@@H](O)[C@H]3O)c2[nH]1	28%	u	0	0.92µM*	7	1.5µM*	0.92µM*	21	10%
O=C(NN1C(=O)c2ccccc2NC1c1ccco1)c1ccc(Br)cc1 (stereo not drawn)	9%	8%	-2	-1%	-13	6%	1%	1	-15%
COC(=O)C[C@H]1CC[C@@H](NC(=O)Nc2ccc3c(c2)OCO3)[C@@H](CO)O1	x	3%	-12	-2%	-29	2%	16%	-13	x
CSc1ccc(CN2CCC(CO)(CCOc3ccccc3)CC2)cc1	3%	-12%	u	-2%	-14	-1%	-3%	-18	u
COc1cccc(C2C(C(=O)Nc3cccnc3)=C(C)Nc3nnnn32)c1OC (stereo not drawn)	8%	-1%	-11	19%	10	8%	-2%	-3	u
Cc1csc(NC(=O)[C@@H]2CCCN2C(=O)c2cccs2)n1	7%	-4%	3	-4%	-19	-5%	-9%	2	u
O=C(CCc1c[nH]c2ccccc12)NC(Cc1c[nH]c2ccccc12)C(=O)O (stereo not drawn)	-3%	-35%	-8	-3%	-13	-7%	-9%	-4	u
CCOC(=O)c1c(NC(=O)C(C)NCc2ccco2)sc2c1CCC(C)C2 (stereo not drawn)	14%	6%	u	-16%	0	-25%	u	4	13%
O=C(Nc1ccccc1)N(Cc1cccnc1)Cc1ccco1	-4%	-7%	-3	3%	8	8%	10%	-8	0%
Cc1ccc(Cn2ncn(-c3ccccc3)c2=O)cc1	12%	11%	-1	u	-1	7%	19%	8	1%
O=S(=O)(Cc1cc(Cl)nc(-c2ccncc2)n1)c1ccccc1	-7%	0%	-97*	-2%	-19	23µM*	u	-4	u
CN(C)C(=O)Cn1cnc2c(cnn2-c2ccc(F)cc2)c1=O	5%	6%	11	-2%	4	2%	1%	-2	8%
CN(C)/C=N/c1nc(-c2ccc3c(c2)OCO3)cs1	5%	-19%	-18	-1%	-15	-8%	-3%	0	3%
CC1CC(NC(=O)C2(C)CC2(Cl)Cl)CC(C)(C)C1 (stereo not drawn)	-11%	1%	0	16%	8	4%	7%	10	-15%

(more compounds)
SMILES	GLP-1R agonist	KB-3-1 tox	IL-1B inflam inh	KB-V1 MDR tox	D3 antag	HT1080NT lethal	HT1080 IDH1KD tx	D3 ag	SW480 rerep
CCOc1ccc2oc(-c3ccccc3)c(C(=O)N(C)C)c2c1	22%	18%	0	-26%	43	-25%	-10%	8	11%
Cc1ccc2occ(/C=N/NC(=O)c3ccccc3O)c(=O)c2c1	-5%	u	51	-30%	12	-23%	u	7	18µM*
CCOC(=O)c1cccc(NC(=O)CSc2nnc(-c3ccoc3C)n2CC)c1	0%	-6%	-20	-15%	18	13%	4%	2	1%
Cn1c(Cn2nnc3ccccc32)nnc1SCC(=O)Nc1nccs1	4%	19%	0	0%	-8	0%	14%	-2	x
COc1cccc(NC(=O)CSc2nncn2N)c1	2%	5%	26	u	20	14%	8%	-3	-1%
COc1ccc(NC(=O)CN2C(=O)NC3(CCCC3)C2=O)c(OC)c1	-2%	4%	-22	-8%	0	-3%	-1%	-6	-1%
CCCS(=O)(=O)NC(=O)C1(C)CCN(C(=O)c2ccccc2F)C1 (stereo not drawn)	-2%	0%	14	3%	0	17%	0%	-6	x
CCCCCCCC(=O)Nc1cc(C(=O)NCc2ccc(C)cc2)ccc1N1CCC2(CC1)CC(c1cccc(Br)c1)=NO2	8%	-8%	0	0%	-10	9%	11%	7	1%
COc1cccc(C(=O)Nc2cc(C)c3c(=O)oc4ccccc4c3n2)c1	7%	10%	13	7%	60	3%	10%	0	-1%
O=C(Cn1ncc2c([nH]c3ccccc32)c1=O)Nc1cccnc1	0%	1%	0	18%	-2	-1%	0%	1	-19%
C[C@H](CO)N1C[C@H](C)[C@H](CN(C)C(=O)NC2CCCCC2)Oc2cc(-c3cccnc3)ccc2S1(=O)=O	-3%	0%	2	-11%	-8	10%	4%	-4	x
Nc1ccn([C@@H]2O[C@H](C(=O)Nc3ccc(Oc4ccccc4)nc3)[C@@H](O)[C@H]2O)c(=O)n1	-3%	0%	7	-14%	4	7%	3%	8	x
COc1cccc(-c2nc(-c3ccc4c(c3)NC(=O)CO4)cs2)c1	15%	-1%	u	-3%	1	-4%	-14%	5	0%
CCN(C(=O)COC(=O)c1c(-c2ccccc2)noc1C)c1c(N)n(Cc2ccccc2)c(=O)[nH]c1=O	2%	21%	-1	1%	3	12%	19%	4	-3%
COc1ccc(Oc2ccc(C(F)(F)F)cc2N)cc1	12%	-1%	-18	0%	-22	-4%	3%	1	3%
CCn1cc(C(=O)N[C@@H](C)C(=O)NCCO)c(=O)c2cc3c(cc21)OCO3	1%	1%	17	-4%	13	3%	11%	7	-1%
Cc1ccc2c(c1)N(C(=O)CCC(=O)NCc1cccc(F)c1)CCO2	-2%	14%	-5	0%	0	0%	10%	-5	-3%
CCOc1ccc(N(CC(=O)NCCSCc2ccc(C)cc2)S(C)(=O)=O)cc1	-1%	-1%	-2	-6%	-5	-6%	-2%	1	6%
Cc1ccc(NC(=O)c2ccc(Br)o2)cc1S(=O)(=O)N(C)C	17%	14%	-20	-12%	-26	-9%	6%	-6	-8%
c1ccc(CN(Cc2ccccc2)c2c3c(nc4ncnn24)CCC3)cc1	16%	-4%	23	-8%	0	-6%	-1%	2	-6%
C=CCSC1=C(C#N)C(c2cc(Br)c(O)c(OC)c2)CC(=O)N1 (stereo not drawn)	-2%	2%	14	-8%	9	-2%	-15%	10	1%
COc1cc(C(=O)OCC(=O)NC(=O)NCc2ccccc2)ccc1OC(F)F	1%	1%	1	2%	-9	1%	-9%	-5	-3%
Cc1ccccc1OCc1nc2ccccc2[nH]1	6%	-20%	18	-23%	5	-12%	-20%	12	-72%[inhibitor]
CCCS(=O)(=O)NCc1cn2c(C)csc2n1	1%	20%	20	0%	-7	0%	11%	4	-9%
CCC(=O)Oc1ccc2c(C)cc(=O)oc2c1C(=O)c1ccccc1	1%	25%	30	0%	12	9%	5%	2	-2%

(next part)
SMILES	GLP-1R agonist	KB-3-1 tox	IL-1B inflam inh	KB-V1 MDR tox	D3 antag	HT1080NT lethal	HT1080 IDH1KD tx	D3 ag	SW480 rerep
CC(C)C(=O)Nc1ccc(C(=O)NNC(=S)NC(=O)c2cccs2)cc1	-12%	0%	8	u	11	-4%	-4%	4	-5%
Cc1ccc(NC(=O)CN2CCCC2c2cccn2C)cc1C (stereo not drawn)	18%	-5%	-23	-9%	0	0%	-6%	-10	16%
Cc1ccsc1C(=O)N1CCCC(C)(C(=O)NS(=O)(=O)C2CC2)C1 (stereo not drawn)	-3%	0%	20	-15%	14	0%	0%	4	x
COc1ccc(OCCSc2nc3nc(C)cc(C)n3n2)cc1	28%	-3%	-15	-16%	-6	1%	-1%	-1	-1%
COc1ccc(OC)c(C(O)c2ncc(-c3cccc(C(F)(F)F)c3)[nH]2)c1 (stereo not drawn)	8%	1%	0	-21%	-26	-8%	7%	-5	x
Cc1ccc(OCC(=O)Nc2c(C)nn(-c3ccccc3)c2C)c(Br)c1	-1%	-2%	u	u	2	2%	2%	14	-3%
O=C(Cn1nnc(-c2ccc(F)cc2)n1)Nc1cccc(S(=O)(=O)N2CCCC2)c1	6%	u	13	28%	32	-25%	-15%	11	-8%
O=S(=O)(O)c1cc(O)c2ccc(Nc3ccccc3)cc2c1	-4%	1%	1	-7%	-12	-3%	-3%	2	27%
COc1ccccc1Cc1c(-c2cccc(Cl)c2)nc2ccc(Br)cn12	-6%	0%	17	-5%	-83*	-2%	-5%	-21	x

Screening data from PubChem BioAssay.
